Bioassay records from PubChem BioAssay.
TAAR1 ag: agonists of human TAAR1; Q96RJ0; CHO RD-HGA16 TAAR1, Fluo-8 calcium fluorescence; vehicle wells 0%, saturating PEA agonist 100%; AID 624467; activation, % at 3 µM; 360,000 compounds, 0.99% hits;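 active = activation above the mean activation of all test compounds in the run plus 3 SD, cut at about 38% in these data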
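Benchmarks: low control DMSO, high control PEA (EC100); System: CHO RD-HGA16 cells carrying human TAAR1 plus Gα16; Detection: Fluo-8 fluorescence, 5 s baseline then 140 s kinetic read; Schedule: 17-24 h plating, Fluo-8 75 min 37 °C, 30 min RT; Read-out basis: % activation from peak over basal fluorescence ratio, DMSO-to-PEA scaled.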
M1 PAM parental: nonselective activator or artifact in parental CHO-K1 calcium assay; ATP EC20, Fluo-8 calcium fluorescence; 0% at ATP EC20, 100% at ATP max; activation, % at 3 µM; 360,000 compounds, 0.02% hits;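 active = activation above the run cutoff, the mean activation of all test compounds plus 3 SD, cut at about 40% in these data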;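 also: peak over basal fluorescence ratio in a 140 s read after ATP addition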
M5 PAM: potentiates acetylcholine response at human M5 receptor; CHO-K1 hM5, Fluo-8 calcium, ACh EC20 PAM; 0% = ACh EC20, 100% = ACh EC100; P08912; activation, % at 3 µM; 360,000 compounds, 0.3% hits; AID 624038;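 active = activation above the run cutoff, the mean activation of all test compounds plus 3 SD, cut at about 18% in these data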
Target sequence (P08912 whole entry, looked up): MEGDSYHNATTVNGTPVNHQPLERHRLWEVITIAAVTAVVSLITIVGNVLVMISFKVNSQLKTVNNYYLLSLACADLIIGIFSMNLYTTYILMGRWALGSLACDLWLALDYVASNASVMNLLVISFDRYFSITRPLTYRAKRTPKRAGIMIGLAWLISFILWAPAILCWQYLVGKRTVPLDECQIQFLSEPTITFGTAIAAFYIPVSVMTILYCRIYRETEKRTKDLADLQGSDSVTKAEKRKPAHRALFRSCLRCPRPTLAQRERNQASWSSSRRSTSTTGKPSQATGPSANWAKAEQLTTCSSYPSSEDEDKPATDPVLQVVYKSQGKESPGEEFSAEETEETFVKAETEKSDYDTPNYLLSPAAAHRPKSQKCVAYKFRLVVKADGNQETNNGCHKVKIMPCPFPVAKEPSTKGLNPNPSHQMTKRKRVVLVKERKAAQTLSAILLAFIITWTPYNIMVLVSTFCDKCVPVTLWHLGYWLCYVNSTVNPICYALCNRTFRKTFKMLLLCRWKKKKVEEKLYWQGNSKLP
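system = human M5 receptor in CHO-K1 cells | compound = one concentration, 3 µM final (nominal) | schedule = Post-acetylcholine fluorescence recording 140 s | signal = Fluo-8 calcium dye fluorescence, kinetic read | benchmarks = low control EC20 acetylcholine (0%), high control EC100 acetylcholine (100%) | repeats = singlicate, one well per test compound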
CHRM5 antagonist: antagonists of human muscarinic M5 receptor (CHRM5) | CHO-hM5 cells, Fluo-8 calcium fluorescence, ACh EC80 | inhibition, % at 3 µM | 360,000 compounds, 0.59% hits | AID 624040;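 active = inhibition above a per-plate cutoff, the mean of that plate's test compounds plus 3 SD, cut at about 27% in these data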;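 also: 0% = acetylcholine EC80 with DMSO and 100% = DMSO without agonist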
CRFR2-BP ag: agonists of human CRF-binding protein/CRF-R2 receptor complex; HEK293 CRF-R2/CRF-BP, calcium dye fluorescence (FLIPR); percent of saturating CRF peptide response; activation, % at 13.2 µM; 350,000 compounds, 0.46% hits; AID 588473;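 active = activation of at least 50%, plus an integration ratio under a set limit after plate pattern correction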;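 also: plate controls were neutral control wells without compound for no effect and CRF at EC100 for full effect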
CHRM4 PAM: potentiates acetylcholine response at human M4 receptor; CHO-K1 hM4/Gqi5, Fluo-8 calcium fluorescence, ACh EC20; 0% = ACh EC20, 100% = maximal ACh; P08173; 360,000 compounds, 0.4% hits; AID 624126; activation, % at 3 µM;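 active = activation above its plate's cutoff, the mean activation of sample wells plus 3 SD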; also: some results filed as inactive read as strong as hits
CHRM5 agonist: agonists of human muscarinic M5 receptor (CHRM5); CHO-K1 hM5 cells, Fluo-8 calcium fluorescence; 0% DMSO wells, 100% maximal acetylcholine response; P08912; AID 624037; activation, % at 3 µM; 360,000 compounds, 0.19% hits;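 active = activation above the run's mean over test compounds plus 3 SD, cut at about 23% in these data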;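 also: signal is peak over basal fluorescence ratio across the kinetic read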
CRFR2-BP antag: blocks CRF-induced signaling of the CRF-BP/CRF-R2 complex. HEK293 CRF-R2/CRF-BP, CRF-induced calcium fluorescence. 350,000 compounds, 0.59% hits. inhibition, % at 11.8 µM;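 active = inhibition of the ligand-induced calcium signal above about 50% at the single tested concentration, limit read from the data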
TAAR1 antag: antagonists of human TAAR1; inhibition, % at 3 µM; Q96RJ0; CHO RD-HGA16 TAAR1, Fluo-8 calcium fluorescence, antagonist; 360,000 compounds, 1.5% hits; AID 624466;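 active = inhibition above a per-plate cutoff, the mean inhibition of test compounds on that plate plus 3 SD, cut at about 49% in these data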;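 also: 0% = DMSO plus EC80 beta-PEA response and 100% = DMSO alone without agonist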
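test system = CHO RD-HGA16 cells bearing hTAAR1 | replication = singlicate | controls = DMSO-only wells and EC80 β-PEA-stimulated wells | reagent = EC80 β-phenethylamine stimulus | read-out basis = percent inhibition of PEA-evoked calcium signal, max/basal emission ratio | schedule = seeding 17-24 h prior, 75-min 37 °C, 30-min RT dye loading | signal = kinetic Fluo-8 calcium fluorescence measurement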
The depositor's hits bear a star.

Every second line gives: TAAR1 ag, M1 PAM parental, M5 PAM, CHRM5 antagonist, CRFR2-BP ag, CHRM4 PAM, CHRM5 agonist, CRFR2-BP antag, TAAR1 antag
COc1ccc(C(=O)C2CCCN(C(=O)c3cccs3)C2)cc1F (centres undefined)
→ -0.8, 1.2, 5.0, -5.5, -6.9, 2.5, 4.6, 2.6, -10.8
CCCn1ncc(CN2CCC(CO)(CC3CCCCO3)CC2)c1C (centres undefined)
→ 1.3, -14.3, -8.2, 17.6, -1.7, -7.2, -2.2, 0.3, -7.6
O=C(COc1ccccc1Cl)Nc1ccccc1C(=O)N1CCCCC1
→ 0.5, 9.0, -6.6, 3.6, -1.2, 4.2, 2.4, -8.1, -7.1
COc1ccc(/C=C(/NC(=O)c2ccccc2)C(=O)NC(Cc2c[nH]c3ccccc23)C(=O)O)cc1 (centres undefined)
→ 0.3, -0.1, -5.3, 22.4, -0.5, 9.1, -3.3, -1.7, -24.0
CC(=O)c1ccc(S(=O)(=O)Nc2ccc(C(=O)NC3CC3)cc2)cc1
→ 0.4, 6.3, -3.5, 11.6, -0.8, 2.0, -0.4, 0.8, 2.3
C=CCOn1c(C)c(C(C)=O)c2c3nonc3ccc21
→ 12.9, 7.7, 4.4, -6.4, -2.4, 7.0, 0.1, -1.2, 0.1
O=C(NCCc1ccccc1)C(=O)c1c(-c2ccccc2)cc2ccccn12
→ -0.7, 22.5, 1.9, -6.4, 0.6, 3.0, -1.9, -1.2, -10.0
COc1ccccc1Oc1ccnc2cc(Cl)ccc12
→ 8.2, 11.2, 1.3, -6.8, -1.4, 4.8, -3.8, -2.3, 6.2
CC(C)(C)NC(=O)C(c1ccc(Cl)cc1)N(Cc1ccco1)C(=O)CCl (centres undefined)
→ -0.5, 9.7, 2.8, 3.1, -1.7, -1.5, -5.4, -14.6, -3.8
CC(C)(C)c1ccc(C2=CC(c3ccccc3F)n3ncnc3N2)cc1 (centres undefined)
→ 8.2, 10.1, -0.9, 10.3, 16.3, -1.1, 0.5, -4.3, 10.7
COc1ccc(-c2cc(-c3n[nH]c(=S)n3-c3ccccc3OC)[nH]n2)cc1
→ 2.3, 22.0, -12.6, 4.1, 0.9, 2.8, -2.5, -29.8, 8.2
Cc1ccccc1CNC(=O)c1ccccc1NS(C)(=O)=O
→ 2.0, 4.4, 19.0*, -3.9, -1.5, 2.5, -4.5, 32.0, 2.6
O=C(Nc1cccc(C(F)(F)F)c1)c1cnccn1
→ 4.9, 8.7, 7.3, -7.6, 0.6, 1.8, -2.2, -2.8, 17.8
NC(=O)NC(CC(=O)N1CCc2ccccc2C1)c1ccc(Cl)cc1 (centres undefined)
→ 1.0, 6.2, 1.0, -4.8, -0.9, 1.4, -2.3, -0.7, -0.4
O=C(NCc1ccc2c(c1)OCO2)c1cccc(C(=O)NCc2ccc3c(c2)OCO3)c1
→ 13.1, -3.9, -7.6, 4.1, 0.4, -8.7, 2.3, 2.9, 44.2
COc1cccc2cc(C(=O)NC3CC4CCC3C4)oc12 (centres undefined)
→ -0.3, -2.6, -0.4, 11.2, -1.3, -6.3, -4.1, -9.3, 20.0
O=C(Cc1ccccc1[N+](=O)[O-])OCN1C(=O)c2ccccc2C1=O
→ 2.8, -11.7, -7.0, 3.7, -1.2, -3.6, -3.2, 4.4, -21.4
O=C(c1ccccc1)N1CCN(C(=O)c2nn3c(C(F)(F)F)cc(-c4ccccc4)nc3c2Br)CC1
→ -2.1, -20.0, -8.0, 17.4, 0.3, -2.9, -3.6, 3.3, 3.5
C=CCNc1nc2c(c(=O)[nH]c(=O)n2C)n1CC(O)COc1ccc2ccccc2c1 (centres undefined)
→ 5.1, 7.1, 8.8, 2.5, -1.5, -7.1, 3.3, -0.6, 9.7
Cc1cc(NC(=O)CN2C(=O)NC(C)(c3ccc(OC(F)F)cc3)C2=O)no1 (centres undefined)
→ 83.3*, 27.2, 1.7, 6.6, 78.3*, 9.7, 18.6, -67.5, 39.7

Single entries from the entries so far.
CHRM5 agonist with `COc1ccc(C(=O)C2CCCN(C(=O)c3cccs3)C2)cc1F` (centres undefined) stands at 4.6
TAAR1 ag with `COc1ccc(/C=C(/NC(=O)c2ccccc2)C(=O)NC(Cc2c[nH]c3ccccc23)C(=O)O)cc1` (centres undefined) stands at 0.3
TAAR1 ag with `O=C(COc1ccccc1Cl)Nc1ccccc1C(=O)N1CCCCC1` stands at 0.5
TAAR1 antag with `Cc1ccccc1CNC(=O)c1ccccc1NS(C)(=O)=O` stands at 2.6
CHRM5 antagonist with `COc1ccc(-c2cc(-c3n[nH]c(=S)n3-c3ccccc3OC)[nH]n2)cc1` stands at 4.1
CHRM4 PAM with `O=C(NCCc1ccccc1)C(=O)c1c(-c2ccccc2)cc2ccccn12` stands at 3.0

Just M1 PAM parental, CRFR2-BP antag and CHRM5 agonist (6 entries from above):
Structure	M1 PAM parental	CRFR2-BP antag	CHRM5 agonist
CC(=O)c1ccc(S(=O)(=O)Nc2ccc(C(=O)NC3CC3)cc2)cc1	6.3	0.8	-0.4
COc1ccc(/C=C(/NC(=O)c2ccccc2)C(=O)NC(Cc2c[nH]c3ccccc23)C(=O)O)cc1 (centres undefined)	-0.1	-1.7	-3.3
O=C(NCCc1ccccc1)C(=O)c1c(-c2ccccc2)cc2ccccn12	22.5	-1.2	-1.9
C=CCNc1nc2c(c(=O)[nH]c(=O)n2C)n1CC(O)COc1ccc2ccccc2c1 (centres undefined)	7.1	-0.6	3.3
O=C(Cc1ccccc1[N+](=O)[O-])OCN1C(=O)c2ccccc2C1=O	-11.7	4.4	-3.2
CCCn1ncc(CN2CCC(CO)(CC3CCCCO3)CC2)c1C (centres undefined)	-14.3	0.3	-2.2

Other entries follow.
Every second line gives: TAAR1 ag, M1 PAM parental, M5 PAM, CHRM5 antagonist, CRFR2-BP ag, CHRM4 PAM, CHRM5 agonist, CRFR2-BP antag, TAAR1 antag
CCc1ncc(/C=C2\C(=O)Nc3ccccc32)[nH]1
→ 4.0, -23.0, 6.9, -8.5, -0.6, 2.1, 2.3, -18.6, -39.4
O=C(c1ccccc1SCc1ccccc1)N1CCCCCC1
→ -0.6, 19.8, -7.8, -3.1, 0.1, -1.1, -9.7, -2.4, -11.0
COc1ccc(N2CCSC2C(=O)NN)cc1 (centres undefined)
→ -1.5, 4.1, 1.6, -3.4, -3.5, -3.9, -4.1, 9.2, -0.7
Nc1ncc(Br)cc1N=Cc1ccccc1
→ 1.0, 16.9, 0.7, -1.4, 8.1, -1.0, -1.3, -7.9, 5.1
CC(C)(C)NC(=O)CN(Cc1cccs1)C(=O)c1csnn1
→ 12.7, -3.9, -5.5, 3.8, 0.0, 2.2, -1.5, 8.1, -8.7

A second format for two compounds above:
| smiles | TAAR1 ag | M1 PAM parental | M5 PAM | CHRM5 antagonist | CRFR2-BP ag | CHRM4 PAM | CHRM5 agonist | CRFR2-BP antag | TAAR1 antag |
| --- | --- | --- | --- | --- | --- | --- | --- | --- | --- |
| O=C(c1ccccc1SCc1ccccc1)N1CCCCCC1 | -0.6 | 19.8 | -7.8 | -3.1 | 0.1 | -1.1 | -9.7 | -2.4 | -11.0 |
| CCc1ncc(/C=C2\C(=O)Nc3ccccc32)[nH]1 | 4.0 | -23.0 | 6.9 | -8.5 | -0.6 | 2.1 | 2.3 | -18.6 | -39.4 |
